Bioassay records: PubChem BioAssay, several laboratories
OX1R antag-1: blocks the human orexin 1 receptor | O43613 | CHO/OX1R cells, Fluo-8 calcium fluorescence, orexin A | inhibition, % at 5 µM | 0.43% of 330,000 active | AID 434989;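 active means inhibition above its plate's threshold, mean inhibition of all tested compounds on the plate plus 3 SD, cut at about 37% in these data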;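 further: 0% = orexin A challenge wells and 100% = SB-334867-A antagonist wells; not every result past the cut was called active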
CHT PAM: allosteric activators of human choline transporter CHT; B-score at 10 µM; 0.49% of 310,000 active; Q9GZV3; CHT-expressing cells, membrane potential dye, choline EC20; hits give high values; LV-AA mutant CHT in HEK293 cells;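 active means initial fluorescence not abnormally high and integrated response B-score, plate-corrected, over 3 SD above library mean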
Target sequence (Q9GZV3 whole entry, looked up): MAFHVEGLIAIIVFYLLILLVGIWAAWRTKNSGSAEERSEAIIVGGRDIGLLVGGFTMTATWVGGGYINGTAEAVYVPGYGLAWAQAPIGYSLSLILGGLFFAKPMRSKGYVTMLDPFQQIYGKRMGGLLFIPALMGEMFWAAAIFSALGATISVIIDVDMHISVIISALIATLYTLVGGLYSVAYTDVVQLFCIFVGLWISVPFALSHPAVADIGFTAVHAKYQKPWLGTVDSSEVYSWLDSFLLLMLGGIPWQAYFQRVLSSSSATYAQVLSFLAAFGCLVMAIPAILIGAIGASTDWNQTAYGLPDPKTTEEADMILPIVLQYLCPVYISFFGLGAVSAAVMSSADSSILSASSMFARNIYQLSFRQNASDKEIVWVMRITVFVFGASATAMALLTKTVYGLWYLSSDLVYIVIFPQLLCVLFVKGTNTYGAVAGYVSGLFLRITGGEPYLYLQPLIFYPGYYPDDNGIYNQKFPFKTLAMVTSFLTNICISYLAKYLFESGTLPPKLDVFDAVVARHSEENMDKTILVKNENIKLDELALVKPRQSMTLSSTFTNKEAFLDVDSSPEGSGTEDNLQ
OX1R antag-2: antagonists of human orexin 1 receptor (OX1R); inhibition, % at 6.6 µM; OX1R-expressing cells, FRET antagonist read-out; AID 485270; O43613; 1.8% of 330,000 active; in the data active means inhibition mostly above about 38%, no sharp cut-off; inactive means mostly below about 40%;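 further: 0% = agonist challenge alone and 100% = reference antagonist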
Numbers without * were called inactive; i = inactive; nt = not tested or not shown.

#1 COc1ccc(/C=N/NC(=O)c2cccnc2)cc1COc1ccc(NC(C)=O)cc1
#2 COc1ccc(NC2CCCN(C(=O)c3ccc4nc(C)c(C)nc4c3)C2)cc1OC (centres undefined)
#3 CCCCCC(=O)NC(=S)Nc1ccc(N2CCOCC2)cc1
#4 CCC(=O)N1c2ccccc2NC2=C(C(=O)CCC2)C1c1ccco1 (centres undefined)
#5 O=C(COC(=O)C1CCN(S(=O)(=O)c2ccc3c(c2)OCCO3)CC1)Nc1cccc2ccccc12
#6 CN(C)C(=O)/C(=C\c1cccc(Oc2ccccc2)c1)NC(=O)c1ccccc1
Assay by compound,1,2,3,4,5,6
OX1R antag-1,-5,-12,-3,-21,-7,-13
CHT PAM,i,i,i,i,i,i
OX1R antag-2,5,8,17,10,14,39

#7 COc1ccc(C(c2sc3nc(C)nn3c2O)N2CCC(O)CC2)cc1OC (centres undefined)
#8 CCCc1nc(NCc2ccccn2)c2nnn(Cc3ccccc3F)c2n1
#9 COc1cc(NC(=O)CN2C(=O)NC(C)(c3ccc4ccccc4c3)C2=O)c(C)cc1[N+](=O)[O-] (centres undefined)
#10 Cn1nc(C(F)(F)F)c(C(=O)Nc2ccc(Cl)cc2)c1Cl
#11 CC1OC2(OC1C)C(=O)Nc1ccccc12 (centres undefined)
#12 CS(=O)(=O)N(CC(=O)N1CCN(c2ccccc2F)CC1)c1ccc2c(c1)OCCO2
Assay by compound,7,8,9,10,11,12
OX1R antag-1,-2,-21,1,-10,4,-14
CHT PAM,i,i,i,i,i,i
OX1R antag-2,4,22,24,13,9,14

Profiles from above. Order of screens: OX1R antag-1 | CHT PAM | OX1R antag-2
Results for COc1ccc(C(c2sc3nc(C)nn3c2O)N2CCC(O)CC2)cc1OC (centres undefined) → -2 | i | 4
Results for COc1cc(NC(=O)CN2C(=O)NC(C)(c3ccc4ccccc4c3)C2=O)c(C)cc1[N+](=O)[O-] (centres undefined) → 1 | i | 24

(listing goes on)
#13 NC(=O)c1ccc2c(c1)S(=O)(=O)c1ccccc1C2=O
#14 CC1(C)CC(CC(=O)O)CC(C)(C)N1
#15 Cc1ccsc1C(=O)Nc1ccc(S(=O)(=O)N2CCOCC2)cc1
#16 COc1ccc(CNC(=O)[C@@H](C)NC(=O)C2CCN(C(=O)[C@@H](N)CCSC)CC2)cc1
#17 CCOc1ccc(OCC)c(S(=O)(=O)NCCOC23CC4CC(CC(C4)C2)C3)c1
#18 CCc1ccc(N2CC(C(=O)Nc3ccc(S(=O)(=O)N4CCCCC4)cc3)CC2=O)cc1 (centres undefined)
Assay by compound,13,14,15,16,17,18
OX1R antag-1,-15,-2,10,-1,-21,-11
CHT PAM,i,i,nt,i,i,i
OX1R antag-2,65*,20,12,6,10,2

#19 O=C(Cc1ccccc1)NN1C(=O)/C(=C/c2ccccc2C(=O)O)SC1=S
#20 CC(=O)N/C(=N/c1nc(C)cc(C)n1)Nc1ccc(NC(C)=O)cc1
#21 N#Cc1ccc(C(=O)N(Cc2ccco2)c2c(N)n(Cc3ccccc3)c(=O)[nH]c2=O)cc1
#22 COCCSc1nnc(NC(=O)CSc2ccccc2)s1
#23 C[C@@H](NCCc1ccc(O)cc1)[C@@H](O)c1ccc(O)cc1
#24 CCCNc1c(F)c(F)c2c(C)c3ccccc3nc2c1F
Assay by compound,19,20,21,22,23,24
OX1R antag-1,-11,-13,-18,-13,2,18
CHT PAM,i,i,nt,i,i,i
OX1R antag-2,18,14,5,32,11,24

#25 COc1cc(OC)cc(C(=O)NCCSC2CCCCC2)c1
#26 CCOC(=O)C1CCN(C(c2cc3ccc(C)c(C)c3[nH]c2=O)c2nnnn2C2CCCCC2)CC1 (centres undefined)
#27 CC(SCc1cn2cc(Cl)ccc2n1)C(=O)O (centres undefined)
#28 Cc1c(NC(=O)c2noc(C(C)C)c2[N+](=O)[O-])c(=O)n(-c2ccccc2)n1C
#29 CCc1noc(C)c1C(=O)OCC(=O)NCc1ccccc1
#30 CS(=O)(=O)Nc1ccc(S(=O)(=O)NC2CCCCC2)cc1
Assay by compound,25,26,27,28,29,30
OX1R antag-1,-25,-23,8,-9,-10,-16
CHT PAM,i,i,i,i,nt,i
OX1R antag-2,42,13,1,18,14,21

#31 COc1ccc(-c2cn(-c3ccc(C)cc3C)c(=S)[nH]2)cc1OC
#32 C=CCOc1c(Br)cc(CNc2ccc(NC(=O)C(C)C)c(OC)c2)cc1OCC
#33 CCCSc1nc2cc(OC)c(OC)cc2c(=N)n1CCCN1CCOCC1
#34 CN(CC(=O)Nc1ccccc1Cl)C(=O)COC(=O)/C=C/c1ccccc1
#35 CC(C)CC1Nc2ncnc(N3CCOCC3)c2N(Cc2ccccc2)C1=O (centres undefined)
#36 COc1cc(C(=O)OCC(=O)Nc2cccc(S(=O)(=O)N3CCOCC3)c2)ccc1OCC(C)C
Assay by compound,31,32,33,34,35,36
OX1R antag-1,-23,-13,-4,-24,-18,-19
CHT PAM,i,i,6.5*,i,nt,i
OX1R antag-2,-5,19,23,20,6,11

#37 C=CCn1c(=O)c(C(=O)Nc2cccnc2)c(O)c2ccccc21
#38 CCn1cc(/C=C/C(=O)c2ccc(O)cc2)c(C)n1
#39 Cc1ccc(S(=O)(=O)NCC(c2cccnc2)N2CCN(Cc3ccccc3)CC2)cc1 (centres undefined)
#40 COc1cccc(C(=O)Nc2ccc3nc4n(c(=O)c3c2)CCCC4)c1
#41 CCN(CC)S(=O)(=O)c1ccc(C(=O)NCc2n[nH]c(=S)n2-c2ccc(Cl)c(Cl)c2)cc1
#42 CCCCN1c2ccccc2N(CCCO)c2cc(C)nnc21
Assay by compound,37,38,39,40,41,42
OX1R antag-1,-29,-18,-30,-5,-6,-15
CHT PAM,i,i,i,i,i,i
OX1R antag-2,21,12,17,25,6,15

#43 Cc1c(NC(C)c2cc(Cl)ccc2O)c(=O)n(-c2ccccc2)n1C (centres undefined)
#44 O=C(NCc1ccccc1CN1CCCC1)C1CCN(C(=O)c2ccc(F)cc2)CC1
#45 COc1cccc(C2Nc3ccc4ccccc4c3C3=C2C(=O)CC(C)(C)C3)c1OCC(=O)O (centres undefined)
#46 CCOC(=O)c1c(C)[nH]c(C)c1S(=O)(=O)NCC(=O)Nc1ccccn1
#47 COC(=O)c1c(NS(=O)(=O)c2cccs2)sc2c1CCCC2
#48 CCOc1ccc(NC(=O)CN(C)C(=O)c2cc(S(=O)(=O)N3CCCCC3)ccc2C)cc1OCC
Assay by compound,43,44,45,46,47,48
OX1R antag-1,-3,-31,-12,-1,-28,-37
CHT PAM,i,nt,i,i,i,i
OX1R antag-2,29,5,6,6,20,6

#49 CCOC(=O)/C(=C\Nc1ccc(OC(F)(F)F)cc1)Sc1ncc(C(F)(F)F)cc1Cl
#50 CCOc1ccc(CN2CCNC(=O)C2CC(=O)NCCc2cnccn2)cc1 (centres undefined)
#51 CC(C)CCNC(=O)c1onc(CSc2ccccn2)c1C(=O)NCCC(C)C
#52 O=C(NC1CCN(C(=O)N2CCOCC2)CC1)c1ccccc1
#53 Cc1ccc(S(=O)(=O)N(C)CC(=O)Nc2ncccc2C)cc1
#54 COc1ccccc1N1CCSC1C(N)=O (centres undefined)
Assay by compound,49,50,51,52,53,54
OX1R antag-1,1,-12,-25,-13,-18,-9
CHT PAM,i,i,i,i,i,i
OX1R antag-2,8,11,3,12,2,17

14 of the compounds above, as tab-separated lines:
No.	Structure	OX1R antag-1	CHT PAM	OX1R antag-2
41	CCN(CC)S(=O)(=O)c1ccc(C(=O)NCc2n[nH]c(=S)n2-c2ccc(Cl)c(Cl)c2)cc1	-6	i	6
42	CCCCN1c2ccccc2N(CCCO)c2cc(C)nnc21	-15	i	15
43	Cc1c(NC(C)c2cc(Cl)ccc2O)c(=O)n(-c2ccccc2)n1C (centres undefined)	-3	i	29
44	O=C(NCc1ccccc1CN1CCCC1)C1CCN(C(=O)c2ccc(F)cc2)CC1	-31	nt	5
45	COc1cccc(C2Nc3ccc4ccccc4c3C3=C2C(=O)CC(C)(C)C3)c1OCC(=O)O (centres undefined)	-12	i	6
46	CCOC(=O)c1c(C)[nH]c(C)c1S(=O)(=O)NCC(=O)Nc1ccccn1	-1	i	6
47	COC(=O)c1c(NS(=O)(=O)c2cccs2)sc2c1CCCC2	-28	i	20
48	CCOc1ccc(NC(=O)CN(C)C(=O)c2cc(S(=O)(=O)N3CCCCC3)ccc2C)cc1OCC	-37	i	6
49	CCOC(=O)/C(=C\Nc1ccc(OC(F)(F)F)cc1)Sc1ncc(C(F)(F)F)cc1Cl	1	i	8
50	CCOc1ccc(CN2CCNC(=O)C2CC(=O)NCCc2cnccn2)cc1 (centres undefined)	-12	i	11
51	CC(C)CCNC(=O)c1onc(CSc2ccccn2)c1C(=O)NCCC(C)C	-25	i	3
52	O=C(NC1CCN(C(=O)N2CCOCC2)CC1)c1ccccc1	-13	i	12
53	Cc1ccc(S(=O)(=O)N(C)CC(=O)Nc2ncccc2C)cc1	-18	i	2
54	COc1ccccc1N1CCSC1C(N)=O (centres undefined)	-9	i	17

The listing continues.
#55 N#Cc1ccc(NC(=O)C2CC(c3ccc(F)cc3)=NO2)cc1 (centres undefined)
#56 N#Cc1ccc(OCc2cccc(S(=O)(=O)N3CCOCC3)c2)cc1
#57 COc1ccc(NC(=O)NC2(C(=O)N3CCCCCC3)CCCCC2)cc1
#58 CCN1C(=O)C(CC(=O)Nc2cccc(C(C)=O)c2)S/C1=N\c1ccccn1 (centres undefined)
#59 CC(C)c1ccccc1NC(=O)Nc1ccc2c(c1)OCO2
Assay by compound,55,56,57,58,59
OX1R antag-1,-7,-17,3,-31,10
CHT PAM,i,i,i,i,i
OX1R antag-2,11,12,6,5,10
